FN deposit inh: fibronectin deposition inhibition. AH1F fibroblasts, Alexa488-fibronectin deposition fluorescence, overnight. inhibition, % at 12.6 µM. actives 0.086% (n = 350,000);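 active = mean inhibition across replicates of 30% or more, regardless of how many single replicates reach that level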;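 also: positive control wells lacked labelled fibronectin entirely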
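test system = AH1F fibroblasts assembling fluorescent fibronectin matrix | quantity = 10000 AH1F cells per well | buffer or medium = DMEM plus 2% serum, read in PBS | doses = single dose, pinned | incubation = 1 h cell attachment, overnight exposure to compound and label | detection = fluorescence at 485 nm excitation, 525 nm emission | read-out basis = inhibition from reduced deposited-fibronectin fluorescence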
esBAF inh: SWI/SNF esBAF complex inhibition; actives 2% (n = 350,000); reporter increase, % at 12.5 µM; mouse ES cells, Bmi1-luciferase knock-in reporter, 24 h; 100% = twice the neutral-well signal; in the data active = activation above about 40%;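 also: 0% = median of the plate's neutral control wells and 100% = double that signal; a rise in the Bmi1 reporter signal indicates esBAF inhibition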
S100A4 inh HTS: inhibitors of human S100A4 binding to myosin IIA peptide; P26447; S100A4/TAMRA-MyoIIA peptide fluorescence polarization; inhibition, % at 10.7 µM; actives 0.14% (n = 360,000); AID 652163;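 active = mean inhibition of at least 70% across replicates, with every replicate also reaching that level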
Target sequence (P26447 whole entry, looked up): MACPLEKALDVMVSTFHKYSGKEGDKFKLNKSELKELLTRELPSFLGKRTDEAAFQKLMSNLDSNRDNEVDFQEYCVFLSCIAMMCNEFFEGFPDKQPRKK
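Test system: S100A4 monomer protein; Medium: HEPES pH 7.2 with CaCl2, KCl, NaCl, DTT, Triton; Probe or stimulus: TAMRA-labelled myosin IIA heavy-chain peptide probe, 5 nM; Doses: one dose per compound; Times: polarization read 5 min after assay mix addition, stable 5–60 min; Benchmarks: neutral control DMSO, positive control TFP.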
E-sel inducer: induces E-selectin expression in human endothelial cells | P16581 | HUVEC E-selectin immunofluorescence imaging; normalized: neutral wells 0, TNF-alpha wells 100 | activation, % at 7.58 µM | actives 0.37% (n = 260,000) | AID 686992;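 active = mean E-selectin-positive cell signal at least 10% of the positive control, reached in at least 60% of replicates, without over 20% cell loss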;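 also: in these data hits start at about 27%; measured in HUVEC primary endothelial cells; signal is the percent of cells scored E-selectin positive by PE staining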
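Material: HUVEC primary endothelial cells; Amount: 3,000 cells per well; Dosing: single concentration; Medium: EGM-2 growth medium on 0.1% gelatin-coated wells; Read-out basis: percent E-selectin-positive cells; Signal: immunofluorescence imaging; Control set: TNF-alpha, DMSO.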
Xi reactivation: activators of X-chromosome reactivation in mouse fibroblasts; XiGFP mouse fibroblasts, % GFP-positive cells imaging, 3 d; cells co-treated with 5-aza-dC sensitizer; scaled so ellipticine positive control = 100%; activation, % at 7.58 µM; actives 0.055% (n = 360,000);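 active = mean normalized replicate activation at least 10% and every replicate at or above 10%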;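 also: 0% = median of on-plate neutral control wells and 100% = ellipticine 6 µM median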
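System: SV40-immortalized XiGFP fibroblast cells, line 68-5-11 / Incubation: 3-day compound exposure, then 15 min fixation at room temperature / Compound: single concentration per compound, delivered by pin transfer / Buffer or medium: DMEM plus 5-aza-dC sensitizer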
EWS-Fli inh: EWS/Fli transcriptional activity inhibition. A673 NR0B1-luciferase reporter, viability-normalised. inhibition, % at 12.6 µM. actives 0.67% (n = 350,000);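 active = mean inhibition of at least 50% after viability correction, with every replicate also passing that limit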;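 also: firefly luciferase signal divided by Alamar Blue viability fluorescence both relative to DMSO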
RAD52 inh: RAD52 (human) annealing inhibition | recombinant RAD52 DNA annealing, FRET fluorescence | inhibition, % at 18.7 µM | actives 0.46% (n = 360,000) | AID 651710;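 active = every replicate showing at least 50% inhibition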
Target sequence (P43351 whole entry, looked up): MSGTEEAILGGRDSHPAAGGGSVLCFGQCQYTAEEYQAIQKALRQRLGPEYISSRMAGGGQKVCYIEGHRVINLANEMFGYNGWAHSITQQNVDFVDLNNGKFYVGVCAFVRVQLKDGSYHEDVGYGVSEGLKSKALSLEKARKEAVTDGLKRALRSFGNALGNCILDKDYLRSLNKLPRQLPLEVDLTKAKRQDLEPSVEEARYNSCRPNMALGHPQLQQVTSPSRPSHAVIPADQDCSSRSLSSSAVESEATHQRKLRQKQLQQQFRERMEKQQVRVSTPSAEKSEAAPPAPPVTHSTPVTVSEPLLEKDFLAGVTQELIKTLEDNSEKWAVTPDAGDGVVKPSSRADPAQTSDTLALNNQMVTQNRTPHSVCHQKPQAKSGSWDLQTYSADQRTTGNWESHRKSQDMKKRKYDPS
RAD54 branch: RAD54 (human) branch migration inhibition; Q92698; RAD54 Holliday junction branch migration, FAM/BHQ fluorescence; inhibition, % at 10.4 µM; actives 0.14% (n = 360,000); AID 602329;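 active = mean normalized replicate activity at least 40 and at least half of replicates scoring 40 or more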;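 also: 0% = median of neutral control wells and 100% = median of positive control wells; inhibitors cause a drop in the FAM fluorescence signal; in these data hits start at about 50%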
An asterisk follows results filed as active; · = no result given; & = joins results of further samples.

Start of the data: the first 2 entries (preview)
no.	SMILES	RAD52 inh	Xi reactivation	EWS-Fli inh	S100A4 inh HTS	E-sel inducer	RAD54 branch	esBAF inh	FN deposit inh
1	C[C@H](CO)N1C[C@H](C)[C@@H](CN(C)C(=O)Nc2cccc3ccccc23)Oc2c(NS(=O)(=O)c3cccs3)cccc2C1=O	-2	-0.2	5	-8	0.0	-7	2	-8
2	CCn1c(C(=O)N2CCC(C(=O)NCc3cccs3)CC2)cc2sccc21	-12	0.0	7	15	0.0	6	-6	-2

All compounds of this part, from the start:
no.	SMILES	RAD52 inh	Xi reactivation	EWS-Fli inh	S100A4 inh HTS	E-sel inducer	RAD54 branch	esBAF inh	FN deposit inh
1	C[C@H](CO)N1C[C@H](C)[C@@H](CN(C)C(=O)Nc2cccc3ccccc23)Oc2c(NS(=O)(=O)c3cccs3)cccc2C1=O	-2	-0.2	5	-8	0.0	-7	2	-8
2	CCn1c(C(=O)N2CCC(C(=O)NCc3cccs3)CC2)cc2sccc21	-12	0.0	7	15	0.0	6	-6	-2
3	CCCn1c(SCC(=O)NCc2ccc3c(c2)OCO3)n[nH]c1=O	-11	0.0	1	-8	·	1	-7	13
4	CC1=C(C(=O)N2CCCCCC2)CC(CC(=O)NC2CCCC2)C(=O)N1Cc1ccc(C(C)(C)C)cc1 (stereo unspecified)	-10	0.2	-2	-8	-0.2	·	·	-18
5	O=[N+]([O-])c1cc(Cl)cc(C2=NCCN2)c1	9	·	·	0	·	4	-11	2
6	O=C(N/N=C/C=C\c1ccccc1[N+](=O)[O-])c1cccs1	-5	0.0	-8	1	-0.2	·	14	-4
7	COc1ccc(OC(=O)N(C)C[C@@H]2OCc3cn(nn3)CCCC(=O)N([C@H](C)CO)C[C@H]2C)cc1	7&-13	-0.1&-0.1	7&3	4&-1	-0.1	-9&-2	-1&-1	-2&-10
8	Cc1ccc(OCC(=O)Nc2ccc(S(=O)(=O)N(C)C3CCN(C)CC3)cc2)c(C)c1	22	0.0	14	-4	0.8	9	-4	·
9	Cc1ccc2c(c1)N(CC(=O)NCCCN1CCCCC1)C(=O)CO2	3	0.2	0	-8	·	-18	-3	10
10	Cc1ccc(NS(=O)(=O)c2c(C)[nH]c(C)c2C(=O)N2CCCC2)cc1Cl	-1	0.0	-3	0	0.1	-3	0	-9
11	COc1cc(NC(=O)c2nccn2C)cc(C(=O)Nc2cccc(C(F)(F)F)c2)c1	-7&-14	1.3&0.2	34&23	-3&2	0.2&0.1	2&-8	16&5	5&-4
12	O=S(=O)(c1ccc2c(c1)OCCO2)N1CCN(S(=O)(=O)c2c(F)cc(F)cc2F)CC1	3	0.2	4	0	0.0	-8	-9	1
13	C=CCOc1ccc(C2C(C#N)=C(N)N(N(C)C)C3=C2C(=O)CCC3)cc1 (stereo unspecified)	-11	0.0	10	-15	0.0	1	-6	-4
14	N#C[C@H]1N[C@H](CO)[C@H]1c1ccc(C#Cc2cccnc2)cc1	-65	0.3	8	-5	-0.2	3	1	5
15	CC(c1ccccc1)N1CC(C(=O)N2CCN(c3ccccc3)CC2)CC1=O (stereo unspecified)	-18	0.3	1	-1	-0.4	-6	-2	1
16	COc1ccccc1NC(=O)c1ccc(-c2ccccc2[N+](=O)[O-])o1	-12	0.0	-22	2	12	·	·	1
17	Cc1ccc(-c2ccc([C@H]3[C@H](CO)N4C(=O)CN(S(=O)(=O)c5cccc(F)c5)C[C@@H]34)cc2)cc1	-23	0.2	-5	2	-0.1	·	·	·
18	Cc1cccc(-c2ccc(C3[C@H]4CNC[C@@H]3N4CC3CCOCC3)cc2)c1 (stereo partly specified)	17&12	0.3&0.0	9&12	-9&4	-0.1&0.0	·	·	-8&0
19	O=c1[nH]c(C2CCN(S(=O)(=O)c3ccccc3C(F)(F)F)CC2)nc2c1nnn2Cc1ccccc1	-20	0.0	10	-10	1.0	-3	-4	4
20	O=S1(=O)N[C@@H](Cc2ccccc2)COc2cccc(N3CCC[C@@H]3CO)c21	-12	0.2	-2	9	0.0	·	·	18
21	CC(OC(=O)C1=COCCO1)C(=O)NC1CCCCC1C (stereo unspecified)	-5	0.0	-2	0	-0.4	3	-6	1
22	O=C(NCC(=O)N1CCN(c2ccccc2O)CC1)c1ccc2ccccc2c1	-14	0.1	9	-12	0.5	3	·	-3
23	O=C(NC(=S)Nc1cccc(O)c1)c1cncc(Br)c1	-14	0.0	-19	6	2.2	·	·	-9
24	CC(C)NC(=O)Nc1ccc2c(c1)CC(=O)N([C@@H](C)CO)C[C@H](C)[C@H](CN(C)S(=O)(=O)c1ccccc1)O2	4	-0.1	·	20	0.4	-1	0	·
25	CCNC(=O)C[C@H]1CC[C@H]2[C@@H](COC[C@H](O)CN2C(=O)C2CCCC2)O1	-50	0.1	-3	-24	0.1	-2	-2	-6
26	COc1ccc(CSc2nc(C)[nH]c2[N+](=O)[O-])cc1[N+](=O)[O-]	-10	0.0	0	2	8.7	-4	-9	6
27	Cc1cc(C(=O)NNC(=O)c2sccc2C)c(C)o1	0	0.2	-42	4	·	7	33	-2
28	CCOC(=O)C(=O)NNc1ccccc1C	-6	0.1	9	0	·	2	·	3
29	COC(=O)C1=C(C)N(c2ccccc2)/C(=C/c2cccs2)C1=O	-14	·	2	9	·	12	-1	·
30	COc1cc(C(=O)OCC(=O)Nc2cc(S(=O)(=O)N3CCOCC3)ccc2C)ccc1OCC(C)C	-11	-0.1	-5	4	0.0	·	·	-6
31	O=C(CC1C[C@H](C(=O)N2CCOCC2)[C@@]2(CCC3CCCC3)c3[nH]c4ccccc4c3CCN2C1=O)NCC12CC3CC(CC(C3)C1)C2 (stereo partly specified)	-5	0.0	-8	-3	0.1	-2	4	·
32	COc1ccc(CNC(=O)CN(C(=O)c2snc(C(N)=O)c2N)c2cccc(F)c2)cc1	-2	0.1	1	-5	0.5	-4	-5	-4
33	Cc1ccc(NC(=S)N2CCN(S(=O)(=O)c3ccc(C)cc3)CC2)cc1	-17	0.0	·	-2	-0.2	8	8	12
34	Cc1ccc(C)c(NC(=O)CN(C)C(=O)c2cccc(S(=O)(=O)N3CCCC3)c2)c1	-5	0.2	-6	3	·	-4	-4	5
35	Cc1ccc(C(=O)CSc2nnc(-c3ccccc3N)n2C)cc1	-10	·	·	-3	·	-2	23	·
36	Oc1c(Br)cc(Br)cc1CNc1ccccn1	-2	-0.2	5	5	1.2	1	-8	5
37	COC(=O)C1=C(C)N(c2ccc(OC)cc2)C(C)=C(C(=O)OC)C1c1ccccc1	-3	0.0	10	3	4.0	·	·	-6
38	N/C(=N\OC(=O)c1cccs1)C1(c2ccc(Cl)cc2Cl)CC1	-8	0.0	2	-6	-0.1	0	·	-3
39	OCCC1CN(Cc2cccn2-c2nccs2)CCN1CCc1ccccc1 (stereo unspecified)	4	0.2	8	-3	13	4	-13	·
40	C[C@H](NC(=O)C[C@@H]1CC[C@H]2[C@H](COc3ccc(NS(=O)(=O)c4ccc(Cl)cc4)cc3C(=O)N2C)O1)c1ccccc1	·	0.1	-2	·	-0.3	·	3	-14
41	COc1ccc(CNC(=O)c2cc(C)nc3ccccc23)cc1OC	-20	0.0	9	-2	0.0	·	·	-8
42	C[C@H](CO)N1C[C@H](C)[C@@H](CN(C)S(=O)(=O)c2ccc(Cl)cc2)Oc2c(NC(=O)c3ccc(-c4nccs4)cc3)cccc2C1=O	9	0.5	-11	-8	4.6	4	-2	8
43	Cn1cnc(S(=O)(=O)N2CCCCN3[C@H](CO)[C@H](c4ccc(-c5cccc(F)c5)cc4)[C@H]3C2)c1	-22	0.0	-1	-3	-0.1	-11	-8	·
44	CCCCNC(=O)c1nc(C2CCNCC2)oc1-c1ccccc1	-8	0.4	-2	-4	-0.1	·	·	-4
45	Cc1noc(C)c1S(=O)(=O)N(C)C[C@H]1OCCCC[C@H](C)Oc2ccc(NC(=O)Nc3ccc(F)cc3)cc2C(=O)N([C@H](C)CO)C[C@@H]1C	-4	-0.1	9	-6	-0.1	-2	6	-3
46	COc1ccc(-c2nc(CS(=O)(=O)CC(=O)NCCCc3ccccc3)c(C)o2)cc1	-11	0.3	9	4	·	-8	7	-7
47	O=C1CC(c2ccccc2)c2cccc(F)c21 (stereo unspecified)	11	-0.1	-1	-2	·	0	-4	-5
48	CCc1nc(C)cn1S(=O)(=O)c1ccc2c(c1)OCCO2	-5	-0.7	-2	-1	3.5	-4	-3	5
49	Cn1c(=O)n(C)c2cc(NS(=O)(=O)c3ccccc3[N+](=O)[O-])ccc21	1	0.5	·	8	-0.6	-8	1	·
50	CCSC1=NCCN1C(=O)c1ccc(S(=O)(=O)N(C)C)cc1	-19	0.0	4	-1	5.9	·	·	2
51	CC(=O)c1ccc(NC(=O)CN2CCN(c3ccccc3)CC2)cc1	-12	-0.1	-1	4	·	0	2	1
52	COCCCN=C1NN=C(c2cc(C)n(Cc3ccco3)c2C)CS1	20	0.4	54*	-5	1.1	·	·	16
53	COc1ccc(Br)cc1CN(C)CC(=O)Nc1cccc(S(=O)(=O)N2CCCC2)c1	-25	0.0	17	-3	-0.1	3	5	5
54	COC(=O)[C@@H](NC(=O)c1ccccc1)[C@@H](C)O	-7	0.0	-7	-1	-0.1	11	-3	14
55	O=C(CSc1nccc(=O)[nH]1)NC1CCCc2ccccc21 (stereo unspecified)	-8	-0.1	6	-3	4.5	·	·	9
56	COCC(=O)N(C)C[C@H]1Oc2cc(-c3ccc(C#N)cc3)ccc2S(=O)(=O)N([C@H](C)CO)C[C@@H]1C	·	0.2	9	·	0.1	·	-2	5
57	CC1(c2ccc(C#N)cc2)NC(=O)N(CC(=O)Nc2cc(S(=O)(=O)N3CCOCC3)ccc2Cl)C1=O (stereo unspecified)	-98	0.0	-1	-3	·	·	·	·
58	O=C(CN(C(=O)CCC(=O)Nc1nccs1)c1cccc(F)c1)NCc1ccc2c(c1)OCO2	-8	0.3	-3	-4	0.1	8	4	5
59	CN(Cc1ccc(F)cc1)C(=O)c1cc(COc2ccc(F)cc2F)on1	-9	-0.2	-1	0	-2.2	-5	0	8
60	COc1cccc(NC(=O)N2CC(=O)N3[C@H](C2)[C@@H](c2ccc(C#CCC4CCCC4)cc2)[C@@H]3CO)c1	2	0.2	-3	-15	0.6	·	·	-12

Next part:
no.	SMILES	RAD52 inh	Xi reactivation	EWS-Fli inh	S100A4 inh HTS	E-sel inducer	RAD54 branch	esBAF inh	FN deposit inh
61	C[C@@H]1CCCCO[C@@H](CN(C)S(=O)(=O)c2ccc(Cl)cc2)[C@H](C)CN([C@H](C)CO)C(=O)c2cc(NS(=O)(=O)c3ccc(F)cc3)ccc2O1	-2	0.0	8	4	·	-14	-5	-3
62	O=C(CSc1nnc(-c2ccccc2F)n1C1CC1)NCc1ccco1	-9	-0.1	-4	13	0.1	·	-1	3
63	CN(C)CCCNC(=O)C[C@@H]1CC[C@@H]2[C@H](COC[C@@H](O)CN2CC2CCCC2)O1	·	0.2	7	·	0.0	-2	-15	-2
64	COc1cccc2cc(C(=O)C3=C(O)C(=O)N(CCN4CCOCC4)C3c3cccc(Cl)c3)oc12 (stereo unspecified)	-5	0.0	12	-1	-0.2	0	-3	·
65	Cc1cccc(-c2ccc([C@H]3[C@H](CO)N4CCCCN(S(=O)(=O)c5cccc(C)c5)C[C@@H]34)cc2)c1	-34	-0.1	22	-8	-0.7	0	·	·

Screening data as filed in PubChem BioAssay.
